FN deposition inh – fibronectin deposition inhibition | AH1F fibroblasts, Alexa488-fibronectin deposition fluorescence, overnight | inhibition, % at 12.6 µM | hit rate 0.086% among 350,000 | AID 743247;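 active = mean inhibition across replicates of 30% or more, regardless of how many single replicates reach that level; inconclusive = mean under 30% yet at least half of replicates reach 30%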;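 note: positive control wells lacked labelled fibronectin entirely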
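Material – AH1F fibroblast monolayer, labelled fibronectin deposition · Reagent – labelled fibronectin 24 nM · Timing – 1 h adhesion, overnight exposure · Measured by – fluorescence at 485 nm excitation, 525 nm emission · Read-out – inhibition of fibronectin deposition signal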
PAX8 inh HTS – inhibitors of PAX8 transcriptional activity in RMG-I cells; RMG-I TPO-luciferase reporter, SteadyGlo, 24 h; hit rate 1.2% among 360,000; inhibition, % at 12.6 µM;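 active = mean replicate inhibition at least 60% with every replicate also reaching 60%; inconclusive = only one of the two criteria is met; inactive = mean below 60% and not all replicates reaching 60%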;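 note: luciferase light reporting Pax8 driven TPO promoter activity; plate controls were median of neutral control wells for no effect and mitoxantrone controls for full effect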
CFTR F508del cor – CFTR F508del correction in bronchial cells; CFBE cells, YFP halide quenching; stimulated with forskolin plus potentiator P3; % fluorescence drop versus neutral controls; activity (quench increase), % at 7.58 µM; AID 720511; hit rate 0.36% among 350,000;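 active = mean added fluorescence quench of at least 8% versus neutral control, with both replicates also reaching 8%; inconclusive = only one of the mean or replicate conditions met; inactive = mean below 8% and not both replicates reaching 8%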;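 note: cells transiently co-express mutant CFTR-F508del with the halide-sensitive YFP; corrector assay measuring rescue of mutant channel to the surface after 24 h compound exposure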
EWS-Fli block – inhibitors of EWS/Fli oncoprotein transcriptional activity | inhibition, % at 12.6 µM | hit rate 0.67% among 350,000 | AID 651661 | A673 NR0B1-luciferase reporter, viability-normalised;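 active = mean inhibition of at least 50% after viability correction, with every replicate also passing that limit; inconclusive = mean reaches 50% but only one of two replicates passes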;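 note: firefly luciferase signal divided by Alamar Blue viability fluorescence both relative to DMSO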
miR122 inh – blocks miR-122 activity in Huh7 sensor cells | Huh7 miR-122 Renilla luciferase sensor, 48 h; neutral wells = 0, positive control = 100 | activation (reporter increase), % at 12.5 µM | hit rate 0.3% among 340,000;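 active = mean replicate activation score at least 90 and every replicate individually at or above 90; inconclusive = only one of the two criteria met; inactive = neither criterion met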;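 note: higher luciferase means less miR-122 activity so hits act as miR-122 inhibitors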
DENV2 CPE – DENV2-induced cell death inhibition; hit rate 1.7% among 350,000; CPE inhibition, % at 9.99 µM; DENV2-infected cells, cytopathic effect rescue, plate reader; in the data active = CPE inhibition above about 20%, passing the limit was not always enough; inconclusive = no clear call, values can overlap the other calls; tested in BHK-21 cells;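 note: 0% = median of neutral control wells and 100% = median of positive control wells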
INS-1E GSIS act – GLuc luminescence reporter in INS-1E cells, primary screen for activators of glucose-dependent secretion of insulin | INS-1E GLuc reporter insulin secretion, 2-3 h | activation, % at 16.6 µM | hit rate 0.61% among 370,000 | AID 743287;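 active = lowest replicate activation of at least 40%, so every replicate reaches that level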;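 note: 0% = median of neutral control wells and 100% = median of IBMX positive control wells; some compounds called inactive have numbers as strong as hits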
* = called active by the depositor; ? = inconclusive; nt = no result given; [ ] = remark or other dose.

structure	FN deposition inh	PAX8 inh HTS	CFTR F508del cor	EWS-Fli block	miR122 inh	DENV2 CPE	INS-1E GSIS act
COc1ccc(C)cc1S(=O)(=O)N1CCCC(N2CCOCC2)C1 (configuration not stated)	2	12	-0.4	3	0	3	14
O=C(NCC[C@@H]1CC[C@H](NC(=O)c2cccnc2)[C@@H](CO)O1)Nc1ccc(F)cc1	nt	-3	-0.3	-21	nt	8	-11
Cc1ccc(S(=O)(=O)N(C)C[C@@H]2Oc3ccc(NC(=O)C4CC4)cc3CC(=O)N([C@H](C)CO)C[C@H]2C)cc1	nt	-4	1.3	-6	-8[16.7 µM]	0	17
COc1ccc2nc(NC(=O)c3ccccc3C(=O)O)sc2c1	-4	14	2.2	3	nt	-1	6
COc1ccc(NC(=O)N2C[C@H](O)COC[C@H]3O[C@@H](CC(=O)N4CCN(C)CC4)CC[C@@H]32)cc1	-3	-8	1.8	-8	6[16.7 µM]	10	-4
CC(=O)c1ccc(-n2c(CCC(=O)O)ccc2-c2ccccc2)cc1	8	-31	-1.4	-2	-3	10	-2
CCOC(=O)Cn1nc(C)c([N+](=O)[O-])c1C	3	-6	0.3	-4	nt	-7	15
COc1ccc(-c2c(-c3cc(OC)cc(OC)c3)n(C)c3ccc(-c4ccc(S(N)(=O)=O)cc4)cc23)cc1	-4	25	4.4	29	-12	-22	-4
CN(C)C(=O)C[C@@H]1CC[C@H]2[C@@H](COC[C@@H](O)CN2Cc2nccs2)O1	17	8	-1.3	-11	-3[16.7 µM]	-5	12
CCC(c1nnnn1CCOC)N(Cc1cc2c(C)cc(C)cc2[nH]c1=O)CC1CCCO1 (configuration not stated)	nt	nt	1.9	5	0	10	0
Cc1ccc(/C=N/NC(=O)Nc2ccccc2)o1	1	-233	nt	-48	nt	-5	-6
COc1cccc(CNC(=O)CCC2CCCN(c3cc(C)nc(N)n3)C2)c1 (configuration not stated)	-1	1	-1.2	1	nt	-3	-6
CC1(C)OC(=O)N(CC(=O)Nc2cccc(C(F)(F)F)c2)C1(C)O (configuration not stated)	-1	4	-0.9	3	4	-6	-14
COc1ccc(CNC(=O)c2ccc(-n3ccnc3)c3ccoc23)cc1OC	-7	17	-1.8	8	3	9	18
C/C(=N\NC(=O)Cc1ccc(Cl)cc1)c1cccnc1	nt	-4	-1.4	nt	-4	?	-5
Cc1ccc(S(=O)(=O)N2CC[C@@H]3[C@@H](CO)Nc4ccc(C#Cc5ccccc5F)cc4[C@@H]32)cc1	1	-3	3.5	1	-3[16.7 µM]	2	7
O=C1C(=O)N(C2CCCC2)C(=O)N1Cc1c(F)cccc1Cl	1	-13	1.9	0	nt	-8	11
CCOc1ccc(OCc2ccc(C(=O)N3CCCC3)o2)cc1	nt	nt	1.5	-85	2	6	1
Cc1noc(C)c1NC(=O)Nc1cccc2c1O[C@@H](CN(C)S(=O)(=O)c1cccs1)[C@H](C)CN([C@@H](C)CO)C2=O	8	nt	-0.3	-1	1[16.7 µM]	18	10
CC1Cc2c([nH]c(=O)n(-c3ccccc3)c2=O)O1 (configuration not stated)	-4	-4	-1.1	-3	-4	5	6

Remaining list, next part
Value order: FN deposition inh | PAX8 inh HTS | CFTR F508del cor | EWS-Fli block | miR122 inh | DENV2 CPE | INS-1E GSIS act
CO[C@H]1CN(C)C(=O)c2ccc(NC(=O)NC(C)C)cc2OC[C@H](C)N(S(C)(=O)=O)C[C@H]1C
  -24 | -27 | -1.3 | nt | nt | -8 | 3
COc1ccc(NC(=O)Nc2cccc3c2O[C@@H](CN(C)C(=O)NC(C)C)[C@H](C)CN([C@H](C)CO)C3=O)cc1
  -4 | -9 | 2.0 | 2 | -4[16.7 µM] | 2 | 7
OCC1(Cc2ccc(Cl)cc2)CCN(Cc2ccccc2F)CC1
  -1 | 4 | 1.0 | 3 | 7 | 9 | nt
NC1=C(c2ccccc2)C(=O)NC1=O
  8 | -13 | -3.0 | -11 | nt | -2 | 7
Cc1ccc(C)c(Cn2nc(-c3cc(C)ccc3C)ccc2=O)c1
  0 | 16 | -2.6 | 13 | nt | -3 | -53
Cc1noc(C)c1S(=O)(=O)Nc1cccc2c1O[C@@H](CN(C)C(=O)Nc1ccccc1)[C@@H](C)CN([C@H](C)CO)C2=O
  nt | -10 | 2.9 | -4 | 1[16.7 µM] | -8 | -7
COc1ccc(S(=O)(=O)Nc2cccc3c2O[C@H](CN(C)CC2CCCCC2)[C@H](C)CN([C@H](C)CO)C3=O)cc1
  4 | -7 | 1.9 | 0 | 3[16.7 µM] | nt | -7
CS(=O)(=O)c1ccc(Cl)c(NC(=O)COC(=O)c2cccc(C#N)c2)c1
  22 | 9 | -0.3 | 2 | 0 | 1 | 7
CCN1CCN(c2ccccc2NC(=O)c2ccc(-n3cccn3)cc2)CC1
  19 | 3 | 1.8 | -4 | 3 | ? | -7
Cc1cc2nc(C3CCCCC3)c(Cc3ccsc3)n2c(C)c1Br
  16 | 9 | 1.3 | 6 | nt | 5 | -13
Cc1cc(C)cc(C(=O)NC2C(=O)N3C(C(=O)O)=C(CSc4nnc(C)s4)CSC23)c1 (configuration not stated)
  -12 | 0 | -0.6 | -9 | nt | 3 | -17
COc1ccc(OCCCC(=O)NCCc2ccc(OC)c(OC)c2)cc1
  -24 | 17 | nt | 7 | nt | -5 | 19
Cc1cc(=O)[nH]c(SCc2csc(-c3ccccc3)n2)n1
  1 | -31 | nt | nt | -2 | nt | 6
COc1ccc(CN(C)C(=O)CNC(=O)Cc2cccc3ccccc23)c(OC)c1OC
  nt | 15 | 0.4 | 3 | -1 | -3 | 15
CCOC(=O)c1cnc(SCC(=O)OCC(=O)NC2CCS(=O)(=O)C2)nc1N (configuration not stated)
  0 | 3 | -1.8 | 1 | 1 | 18 | 42*
CC1(C)CC(=O)C2=C(C1)N(c1ccc(Cl)cc1)C(=O)C2(O)C(F)(F)F (configuration not stated)
  1 | 9 | nt | nt | nt | nt | 8

Structures listed so far that contain a halogen:
Value order: FN deposition inh | PAX8 inh HTS | CFTR F508del cor | EWS-Fli block | miR122 inh | DENV2 CPE | INS-1E GSIS act
O=C(NCC[C@@H]1CC[C@H](NC(=O)c2cccnc2)[C@@H](CO)O1)Nc1ccc(F)cc1
  nt | -3 | -0.3 | -21 | nt | 8 | -11
CC1(C)OC(=O)N(CC(=O)Nc2cccc(C(F)(F)F)c2)C1(C)O (configuration not stated)
  -1 | 4 | -0.9 | 3 | 4 | -6 | -14
C/C(=N\NC(=O)Cc1ccc(Cl)cc1)c1cccnc1
  nt | -4 | -1.4 | nt | -4 | ? | -5
Cc1ccc(S(=O)(=O)N2CC[C@@H]3[C@@H](CO)Nc4ccc(C#Cc5ccccc5F)cc4[C@@H]32)cc1
  1 | -3 | 3.5 | 1 | -3[16.7 µM] | 2 | 7
O=C1C(=O)N(C2CCCC2)C(=O)N1Cc1c(F)cccc1Cl
  1 | -13 | 1.9 | 0 | nt | -8 | 11
OCC1(Cc2ccc(Cl)cc2)CCN(Cc2ccccc2F)CC1
  -1 | 4 | 1.0 | 3 | 7 | 9 | nt
CS(=O)(=O)c1ccc(Cl)c(NC(=O)COC(=O)c2cccc(C#N)c2)c1
  22 | 9 | -0.3 | 2 | 0 | 1 | 7
Cc1cc2nc(C3CCCCC3)c(Cc3ccsc3)n2c(C)c1Br
  16 | 9 | 1.3 | 6 | nt | 5 | -13
CC1(C)CC(=O)C2=C(C1)N(c1ccc(Cl)cc1)C(=O)C2(O)C(F)(F)F (configuration not stated)
  1 | 9 | nt | nt | nt | nt | 8

Screening data deposited in PubChem by Broad Institute.

Compounds were not picked by outcome. Share with any hit: about 3.9%.
